RNase H inhibition = RNase H inhibition, HIV 1 Gag Pol polyprotein, FRET biochemical assay, screening (AID 372); inhibition, % at 10 µM; hits with a dose series show IC50 in µM; HIV-1 RT RNase H, FRET RNA/DNA substrate fluorescence; higher % means a stronger effect; actives 0.77% (n = 100,000); in the data active = inhibition above about 50%
* hit, by the source's call. Some of the compounds tested; count on the stated rates, not on these rows.

SMILES	RNase H inhibition
COc1cccc(C2C(C#N)=C(N)Oc3n[nH]c(C(C)(C)C)c32)c1 (stereo not drawn)	4.0%
Cc1ccc2[nH]c3c(c2c1)CCC3C(N)=O (stereo not drawn)	4.0%
CC(C)c1ccc(C2CC(c3ccc(F)cc3)=NN2c2nc(-c3cccc(N4C(=O)c5ccccc5C4=O)c3)cs2)cc1 (stereo not drawn)	5.0%
COc1ccc(-c2cc(-c3ccccc3O)[nH]n2)cc1	8.0%
CS(=O)(=O)N(CC(=O)Nc1ccc(Oc2ccccc2)cc1)c1ccccc1Cl	15.0%
O=C(NC(=S)Nc1ccc2oc(-c3cccc(Cl)c3)nc2c1)c1ccc(Cl)cc1	38.0%
CC1=NN(c2ccccc2)C(=O)/C1=C/c1ccc(Cl)cc1Cl	4.0%
CCCC1=NN(c2ccc([N+](=O)[O-])cc2)C(=O)/C1=C\N(C)C	4.0%
O=S(=O)(N=C(Nc1ccccn1)c1ccccc1)c1ccc(Cl)cc1	14.0%
O=C(N/N=C/c1ccccc1Cl)c1cc(O)c(O)c(O)c1	0.6µM*
COc1ccccc1/C=C1\SC(=S)N(NC(=O)c2ccccc2Cl)C1=O	9.0%
CC(C)Oc1ccccc1OCCOCCN1CCN(C)CC1	7.0%
COc1ccc(/C=C/C(=O)c2c(-c3ccccc3)c3cc(Br)ccc3[nH]c2=O)cc1	11.0%
CS(=O)(=O)/N=C(\N)Nc1nc2ccccc2o1	0.0%
CCOC(=O)c1cccc(N2C(=O)C3C4C=CC(C4)C3C2=O)c1 (stereo not drawn)	6.0%
COc1ccc(/C=C2/SC(N3CCN(c4ccc(Cl)cc4)CC3)=NC2=O)cc1	21.0%
CC1CN(c2ccc([N+](=O)[O-])c(NCc3ccccc3)c2)CCN1 (stereo not drawn)	22.0%
NC(=O)c1cccc(N=Cc2ccc(Cl)cc2Cl)c1	8.0%
CCOC(=O)CSc1nnc(-c2ccc(Cl)cc2)n1-c1ccc(C)cc1	0.0%
Cc1ccc(OCC(=O)Nc2cccc(C(=O)Nc3ccccc3C(=O)O)c2)cc1C	0.0%
CC(/C=C1\SC(=S)N(NC(=O)c2cccc(O)c2)C1=O)=C\c1ccccc1	9.0%
O=C(N/N=C/c1cccc(Br)c1)C(=O)N1CCCCC1	4.0%
CC(Nc1cc(N2CCN(CCO)CC2)ccc1[N+](=O)[O-])c1ccc(Br)cc1 (stereo not drawn)	0.0%
CCN(CC)C(=O)CN(c1ccccc1OC)S(=O)(=O)c1ccccc1	0.0%
C[n+]1ccc(/C=C/c2cccc([N+](=O)[O-])c2)cc1	0.0%
Cc1cc(C)c2oc(-c3cccc(NC(=O)C(Cl)(Cl)Cl)c3)nc2c1	18.0%
CCOc1cccc(C(=O)Nc2nnc(CSCc3ccccc3)s2)c1	21.0%
O=C(Nc1ccc(Cl)c(Cl)c1)c1nn2c(C(F)(F)F)cc(-c3ccccc3)nc2c1Br	24.0%
O=C(Nc1ccc(Cl)cn1)c1cccc(F)c1	19.0%
c1ccc(CN2CCC(N3CCNCC3)CC2)cc1	7.0%
O=C(CCCN1C(=O)S/C(=C\C=C\c2ccccc2)C1=O)Nc1ccc(O)cc1	17.0%
COc1cc([N+](=O)[O-])ccc1-c1ccc(/C=c2\sc3nc4cc(Br)cnc4n3c2=O)o1	9.0%
COc1cc(C2C(C(=O)OCc3ccccc3)=C(C)NC3=C2C(=O)CCC3)cc(OC)c1OC (stereo not drawn)	9.0%
O=S(=O)(/N=C/c1ccccc1O)c1cccs1	9.0%
C=CCc1cc(/C=C2\C(=O)NC(=S)N(c3cccc(C)c3C)C2=O)cc(OCC)c1O	1.0%
C/C(=N/NC(=O)c1ccccc1C)c1ccc(NC(=O)C(F)(F)F)cc1	14.0%
O=C1CSC(=S)N1/N=C/c1cccc(OCCOc2ccc(Br)cc2)c1	13.0%
O=C(O)CCCN1C(=O)/C(=C/c2cn(-c3ccccc3)nc2-c2cccc([N+](=O)[O-])c2)SC1=S	0.0%
CCOC(=O)C1=C(C)N=c2s/c(=C\c3cccc4ccccc34)c(=O)n2C1c1cc(OC)ccc1OC (stereo not drawn)	10.0%
COC(=O)c1ccc(NC(=O)CSc2nc3ccccc3s2)cc1	17.0%
Cc1ccc(N2C(=O)CC(N3CCN(Cc4ccc5c(c4)OCO5)CC3)C2=O)cc1Cl (stereo not drawn)	12.0%
O=C(NCc1ccccc1Cl)c1c(F)cccc1F	3.0%
CCOC(=O)C1=C(C)N=c2s/c(=C\c3ccc(OCc4ccccc4)cc3)c(=O)n2C1c1ccc(OC)cc1 (stereo not drawn)	14.0%
COC(=O)C1=NNC2C(=O)N(c3cccc(C(F)(F)F)c3)C(=O)C12 (stereo not drawn)	0.0%
O=C(CSC1CC(=O)N(c2ccc(Cl)cc2)C1=O)Nc1ccc(Cl)cc1 (stereo not drawn)	0.0%
NC(=O)C1CCN(C2CC(=O)N(c3cc(Cl)cc(Cl)c3)C2=O)CC1 (stereo not drawn)	10.0%
COc1ccccc1NC(=O)CC1C(=O)Nc2ccccc2N1S(=O)(=O)c1ccc(C)cc1 (stereo not drawn)	7.0%
CCc1c(C)sc(NC(=O)Cc2ccc(Cl)cc2)c1C#N	6.0%
O=C(NNC1=NC2(CCCC2)Cc2ccccc21)c1ccc(Br)o1	0.0%
O=C(/C=C/c1ccccc1)c1ccc([N+](=O)[O-])o1	10.0%
COC(=O)c1c(NC(=O)c2cccnc2)sc2c1CCC(C(C)(C)C)C2 (stereo not drawn)	10.0%
CCOc1ccc2c(c1)-c1c(ssc1=S)C(C)(C)N2C(=O)c1cccnc1	15.0%
COc1ccc(Cl)cc1NC(=O)C1C2CCC(C2)C1C(=O)O (stereo not drawn)	4.0%
CN1CCN(/N=C/c2c3ccccc3cc3ccccc23)CC1	5.0%
COc1ccc(/C=N/Nc2nnc(C)c(=O)[nH]2)c(OC)c1	16.0%
CC12c3ccccc3C(c3ccccc31)C1C(=O)N(c3cccc(Cl)c3)C(=O)C12 (stereo not drawn)	17.0%
COc1cccc(CN2CCN(C(=O)c3ccc(-c4ccccc4)cc3)CC2)c1	8.0%
O=c1c(-c2ccccc2Cl)c(C(F)(F)F)oc2c(O)c(O)ccc12	41.0%
COc1ccccc1OCCOCCOc1ccc([N+](=O)[O-])cc1Cl	20.0%
C(=N\N=C1c2ccccc2-c2ccccc21)/c1ccc2c(c1)OCO2	0.0%
(listing goes on)
SMILES	RNase H inhibition
Ic1ccc(OCCCCN2CCCC2)cc1	10.0%
CCOC(=O)c1cc(CC)sc1NC(=O)/C=C/c1ccccc1	11.0%
O=C(COc1ccc(Cl)cc1Br)N/N=C/c1ccc([N+](=O)[O-])s1	14.0%
Cc1cc2nn(-c3ccc(Cl)cc3)nc2cc1NC(=O)c1cc(Cl)ccc1Cl	52.0%*
C/C(=C\C(=O)c1ccccc1)Nc1cc(C)ccc1Cl	12.0%
CCOC(=O)Oc1ccc2c(=O)c(Oc3ccc(OC)cc3)c(C(F)(F)F)oc2c1	5.0%
CCOC(=O)C1=C(O)/C(=C/c2ccc(C(C)(C)C)cc2)SC1=Nc1ccccc1	15.0%
COc1cccc(OC)c1OCCOCCOc1ncnc2ccccc12	41.0%
N#Cc1cc2c(nc1SCc1ccccc1F)CCC2	19.0%
CCN1C(=O)/C(=C\c2cc(Br)c(OS(=O)(=O)c3ccc(C)cc3)c(OC)c2)SC1=S	6.0%
O=C(Nc1ccc2oc(-c3cccc(F)c3)nc2c1)c1cccc(F)c1	14.0%
O=C1S/C(=C/c2ccc(Br)cc2)C(=O)N1c1ccccc1	0.0%
COc1ccccc1OCCn1cc(/C=C2/SC(=S)N(Cc3ccccc3)C2=O)c2ccccc21	21.0%
COc1ccccc1NC(=O)/C(=C\c1cc(OC)c(OC)cc1[N+](=O)[O-])NC(=O)c1ccccc1	2.0%
O=C(Cc1ccccc1)Nc1ccc(Cl)c(NC(=O)Cc2ccccc2)c1	17.0%
CC(=O)Nc1ccc(S(=O)(=O)N/N=C/c2ccc[nH]2)cc1	0.0%
N#CC1=C(N)Oc2cc(N)ccc2C1c1cccs1 (stereo not drawn)	10.0%
Cc1occc1C(=O)N/N=C/c1ccc(C(C)C)cc1	5.0%
O=C(CCN1C(=O)c2ccccc2C1=O)Nc1ccc2ccccc2c1	7.0%
COc1cc(-c2ccc(NC(=O)/C=C/c3ccco3)c(OC)c2)ccc1NC(=O)/C=C/c1ccco1	19.0%
COc1ccc(NC(=O)CC2CCCCC2)cc1	0.0%
O=C(/C=C/c1cccs1)Nc1ncc(Cc2cccc(C(F)(F)F)c2)s1	21.0%
CCOc1ccc(NC(=O)c2ccc(S(=O)(=O)N(C)C)cc2)c([N+](=O)[O-])c1	6.0%
Cc1ccc(-n2c(C)cc(/C=C(\C#N)C(N)=O)c2C)cc1	4.0%
COc1cc(N/N=C/c2ccc(N(C)C)cc2)ncn1	14.0%
CC12C=CC(O1)C1C(=O)N(c3cccc(C(=O)O)c3)C(=O)C12 (stereo not drawn)	5.0%
O=C(/C=C/c1ccc(-c2cc(Cl)ccc2Cl)o1)c1cccs1	27.0%
CCCC(=O)Nc1ccc(-c2nc3cc(C)c(C)cc3o2)cc1	23.0%
CCOC(=O)C1CCN(C(=O)c2ccccc2Br)CC1	1.0%
Cc1ccc2c(c1)-c1c(ssc1=S)C(C)(C)N2C(=O)c1ccc2ccccc2c1	38.0%

Reprinted at random: 5 compounds from above.
SMILES	RNase H inhibition
CCOC(=O)C1CCN(C(=O)c2ccccc2Br)CC1	1.0%
N#CC1=C(N)Oc2cc(N)ccc2C1c1cccs1 (stereo not drawn)	10.0%
COc1cc(N/N=C/c2ccc(N(C)C)cc2)ncn1	14.0%
Cc1ccc2c(c1)-c1c(ssc1=S)C(C)(C)N2C(=O)c1ccc2ccccc2c1	38.0%
COc1cc(-c2ccc(NC(=O)/C=C/c3ccco3)c(OC)c2)ccc1NC(=O)/C=C/c1ccco1	19.0%

Later entries.
SMILES	RNase H inhibition
O=C(Nc1ccccc1C(=O)N/N=C/c1ccc(F)cc1)c1ccccc1Br	4.0%
O=C(NC(=S)Nc1ccc(-c2nc3ccccc3o2)cc1)c1cccc(Br)c1	0.0%
Cc1cc(OCC(=O)Nc2nccs2)ccc1Br	10.0%
Cn1c(=O)c2c(nc(SCC(=O)Nc3ccc(F)cc3)n2C)n(C)c1=O	6.0%
O=C1C=C(NNC(=O)c2ccc(Cl)cc2)CC(c2ccco2)C1 (stereo not drawn)	4.0%
Cc1ccc(C(=O)Nc2ccc(C(=O)O)cc2)o1	6.0%
Cc1cc(NC(=O)CSc2nnc3c4ccccc4n(C)c3n2)no1	4.0%
Cc1ccc(-c2csc(N)c2C(=O)OC(C)C)cc1C	9.0%
CC1=NN(c2ccc(S(N)(=O)=O)cc2)C(=O)/C1=C\c1ccc(-c2ccc(Cl)c(C(=O)O)c2)o1	6.0%
O=C1CS/C(=C/C(=O)c2ccccc2)N1	4.0%
C=CCSc1nnc2c(n1)OC(c1cc(C)ccc1C)Nc1ccccc1-2 (stereo not drawn)	14.0%
O=Cc1cn(-c2ccccc2)nc1-c1ccc(Cl)cc1	23.0%
CN(C)c1ccc(C2C3=C(CC(C)(C)CC3=O)Nc3ccccc3N2C(=S)Nc2ccccc2)cc1 (stereo not drawn)	9.0%
CCOC(=O)C1=C(C)N=c2s/c(=C/c3ccc(-c4cc(Cl)ccc4Cl)o3)c(=O)n2C1c1cccs1 (stereo not drawn)	21.0%
CCCCOC(=O)c1cccc(N2C(=O)c3cccc([N+](=O)[O-])c3C2=O)c1	0.0%
COc1ccc(C=C2C(=O)c3ccccc3C2=O)c(OC)c1	22.0%
CC1=C(C(=O)OC2CCCC2)C(c2coc3ccc(C)cc3c2=O)C2=C(CCCC2=O)N1 (stereo not drawn)	2.0%
C/C(=N/Nc1nc(-c2ccccc2)cc(-c2ccc(Br)cc2)n1)c1c(F)c(F)c(F)c(F)c1F	15.0%
CN1C(=O)C(=Cc2cc(Br)c(N3CCOCC3)o2)C(=O)N(C)C1=O	11.0%
Cc1nc([N+](=O)[O-])c(Sc2nc3ccccc3n2Cc2ccccc2)n1Cc1ccccc1	6.0%
CC(=O)Nc1cccc(OC2=NS(=O)(=O)c3ccccc32)c1	15.0%
COc1ccc2c(c1)NC(C)(C)c1sn(-c3ccccc3)c(=S)c1-2	22.0%
Cc1ccc(C)n1-c1ccc(C(=O)O)cc1O	8.0%
Cc1ccc(-c2nc3ccccc3s2)cc1NC(=O)COc1ccccc1	10.0%
COc1ccc(N2C(=O)c3ccc(C(=O)Nc4ccccc4-c4ccccc4)cc3C2=O)cc1	1.0%
COc1c(Cl)cc(Cl)cc1/C=C(\C#N)c1nc2ccccc2[nH]1	17.0%
C=CCOc1ccc(/C=C2\NC(=S)NC2=O)cc1OC	28.0%
Cc1ccc(NC(=O)CSc2nc(O)c(C(c3ccccc3)c3ccccc3)c(=O)[nH]2)cc1	2.0%
Cc1nn(-c2ccccc2)c(C)c1/C=N\NC(=O)c1cc(C(C)(C)C)[nH]n1	9.0%
O=C(Oc1c(Br)cc(Br)cc1/C=N/NC(=O)c1ccccn1)c1ccc2c(c1)OCO2	13.0%

A draw from above in order of heavy-atom count, lowest first.
SMILES	RNase H inhibition
C=CCOc1ccc(/C=C2\NC(=S)NC2=O)cc1OC	28.0%
CC(=O)Nc1cccc(OC2=NS(=O)(=O)c3ccccc32)c1	15.0%
CN1C(=O)C(=Cc2cc(Br)c(N3CCOCC3)o2)C(=O)N(C)C1=O	11.0%
Cc1ccc(-c2nc3ccccc3s2)cc1NC(=O)COc1ccccc1	10.0%
Cc1ccc(NC(=O)CSc2nc(O)c(C(c3ccccc3)c3ccccc3)c(=O)[nH]2)cc1	2.0%
COc1ccc(N2C(=O)c3ccc(C(=O)Nc4ccccc4-c4ccccc4)cc3C2=O)cc1	1.0%

(continued)
SMILES	RNase H inhibition
CC(C)NCCN1CCn2c1nc1ccccc12	6.0%
NNC(=O)/C(=C\c1ccc(Cl)cc1)NC(=O)c1ccccc1	0.0%
N#Cc1ccccc1N=Cc1ccc([N+](=O)[O-])cc1	5.0%
COc1ccc(C)cc1NC(=O)C(=O)NCC(C)C	0.0%
CC1(C)CC(NC(=O)C(=O)NC2CC(C)(C)NC(C)(C)C2)CC(C)(C)N1	3.0%
O=C(CCCN1C(=O)c2ccccc2C1=O)N(Cc1ccccc1)Cc1ccccc1	6.0%
O=[N+]([O-])c1cccc(/C=N/Nc2ccc3ccccc3n2)c1	7.0%
CCOC(=O)c1cc2c(nc1N)CC(C)(C)OC2	8.0%
COc1ccc(OC)c(/C=C2\SC(N3CCCC3)=NC2=O)c1	1.0%

Assay outcomes (PubChem)
